Screening data as filed in PubChem BioAssay.
MEP2 TOR yeast: alters MEP2-GFP fluorescence in TOR pathway yeast screen; AID 2016; actives 0.51% (n = 330,000); S. cerevisiae MEP2-GFP strain, flow cytometry GFP, 3 h; 100% = DMSO control level; GFP response vs DMSO, % at 10 µM;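 active = GFP response versus DMSO above a set limit, roughly screen mean plus 3 SD, cut at about 180% in these data; inconclusive = fewer than 70 cells counted for a yeast strain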;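 also: median GFP fluorescence of the barcode-gated MEP2-GFP cells per well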
LAP4 TOR yeast: modulators of TOR pathway LAP4-GFP in S. cerevisiae | S. cerevisiae LAP4-GFP multiplex, flow cytometry GFP, 3 h; median GFP as percent of DMSO wells | GFP response vs DMSO, % at 10 µM | actives 0.34% (n = 320,000);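 active = GFP response vs DMSO above a set limit, about the screen mean plus 3 SD, cut at about 150% in these data; inconclusive = under 70 cell events counted for the yeast strain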
Efflux pump inh: inhibitors of Candida antifungal efflux pumps expressed in yeast; S. cerevisiae Candida pump triplex, Nile Red efflux; inhibition, % at 10 µM; actives 0.44% (n = 330,000);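 active = plate passing quality check with inhibition over a set limit, or well fluorescence over plate mean plus 4 SD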;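 also: Nile Red retained in pooled yeast measured as flow cytometry median fluorescence; 0% = buffer negative control and 100% = Enniatin B positive control; higher means more Nile Red kept so more efflux inhibition; some compounds called inactive have numbers as strong as hits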
AGP1 TOR yeast: modulators of TOR pathway AGP1-GFP in S. cerevisiae; S. cerevisiae AGP1-GFP multiplex flow cytometry, 3 h; GFP as percent of DMSO wells; actives 0.02% (n = 320,000); AID 2066; GFP response vs DMSO, % at 10 µM;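 active = GFP response relative to DMSO above a set limit, near screen average plus 3 SD, cut at about 150% in these data; inconclusive = fewer than 70 cells counted for the yeast strain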;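 also: median GFP channel fluorescence of the gated AGP1 strain per well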
CIT2 TOR yeast: modulators of TOR pathway CIT2-GFP in S. cerevisiae | S. cerevisiae CIT2-GFP strain, flow cytometry, 3 h; 100 means same as DMSO wells | GFP response vs DMSO, % at 10 µM | actives 0.065% (n = 320,000);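 active = GFP response relative to DMSO above a set limit, near the screen mean plus 3 SD, cut at about 150% in these data; inconclusive = Fewer than 70 cells measured for a yeast strain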;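 also: ratio of well median GFP fluorescence to mean of DMSO wells on the plate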
AHR act: activates the human aryl hydrocarbon receptor | P35869 | AID 2796 | activation, % at 5 µM | actives 2.5% (n = 320,000) | AHR-responsive luciferase reporter cells, luminescence; in the data active = activation above about 47%;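 also: 0% = vehicle wells and 100% = reference agonist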
Target sequence (P35869 whole entry, looked up): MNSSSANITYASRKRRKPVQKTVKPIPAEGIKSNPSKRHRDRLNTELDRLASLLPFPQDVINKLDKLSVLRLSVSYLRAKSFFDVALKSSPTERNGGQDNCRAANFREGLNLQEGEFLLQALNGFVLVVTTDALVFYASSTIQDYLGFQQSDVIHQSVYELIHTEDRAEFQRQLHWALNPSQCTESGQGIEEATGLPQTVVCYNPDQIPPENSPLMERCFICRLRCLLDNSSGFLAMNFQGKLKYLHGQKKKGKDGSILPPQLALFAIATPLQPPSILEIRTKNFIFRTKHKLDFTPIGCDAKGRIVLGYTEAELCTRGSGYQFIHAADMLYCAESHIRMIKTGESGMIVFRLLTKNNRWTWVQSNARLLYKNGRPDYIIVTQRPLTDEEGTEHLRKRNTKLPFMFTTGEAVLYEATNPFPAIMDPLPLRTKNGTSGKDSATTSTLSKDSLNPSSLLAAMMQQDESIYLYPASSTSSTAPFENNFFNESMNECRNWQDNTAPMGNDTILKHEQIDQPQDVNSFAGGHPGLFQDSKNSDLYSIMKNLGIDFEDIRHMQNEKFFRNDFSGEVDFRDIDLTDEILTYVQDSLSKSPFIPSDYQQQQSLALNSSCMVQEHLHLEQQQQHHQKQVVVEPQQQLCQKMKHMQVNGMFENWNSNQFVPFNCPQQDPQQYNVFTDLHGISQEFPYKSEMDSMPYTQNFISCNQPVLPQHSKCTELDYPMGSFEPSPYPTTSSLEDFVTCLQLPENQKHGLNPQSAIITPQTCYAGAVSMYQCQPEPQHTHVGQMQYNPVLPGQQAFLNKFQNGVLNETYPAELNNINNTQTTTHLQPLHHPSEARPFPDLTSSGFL
RPL19A TOR yeast: yeast TOR pathway RPL19A-GFP modulation | AID 2025 | percent response vs DMSO, % at 10 µM | S. cerevisiae RPL19A-GFP strain, flow cytometry, 3 h; active compounds read low | actives 0.3% (n = 330,000);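 active = percent response vs DMSO below 50%; inconclusive = fewer than 70 events counted for the yeast strain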;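 also: median channel GFP fluorescence of the barcoded RPL19A-GFP strain; ratio of sample median GFP to plate DMSO average so 100% = DMSO; lower means less RPL19A-GFP as with rapamycin TOR inhibition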
Yeast superoxide: yeast age-related superoxide inhibition as caloric restriction mimetic. S. cerevisiae aged cells, superoxide DHE fluorescence; active compounds read low. actives 0.18% (n = 330,000). superoxide response (% of plate mean), % at 10 µM. AID 2690;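 active = superoxide response under a set limit, about three screen SD below normal, cut at about 65% in these data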;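 also: yeast aged for seven days with compound at 30 °C before DHE staining; 100% = average MFI of all compound-treated wells on the plate with controls excluded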
* marks the source's active call; other numbers are inactive results; ? = inconclusive; / = no result given; [ ] = dose if it differs, or a comment.

SMILES	MEP2 TOR yeast	LAP4 TOR yeast	Efflux pump inh	AGP1 TOR yeast	CIT2 TOR yeast	AHR act	RPL19A TOR yeast	Yeast superoxide
CN1CCN(C(=O)c2ccc(CN(c3ccccc3)S(=O)(=O)c3ccccc3)cc2)CC1	84.4	90.7	0.0	93.8	100.0	-3.7	92.2	93.4
O=C(Nc1ccc(F)cc1)c1cnc(-c2ccccc2)nc1-c1ccccc1	96.6	108.5	0.0	100.2	96.1	123.8*	101.5	115.2
COc1cc(OC)c(C2=NOC(C(=O)N3CCc4ccccc4C3)C2)cc1Cl (configuration not stated)	103.1	105.8	0.0	103.2	/	-8.8	104.6	98.7
O=C1C=C(c2ccccc2Oc2ccccc2)C[C@@H](c2ccc3c(c2)OCO3)C1	97.6	98.5	-0.1	102.7	100.2	23.6	101.8	90.5
CCOC(=O)c1sc(N)nc1-c1ccccc1	99.8	94.6	-0.1	96.2	102.6	4.9	94.9	88.8
COc1ccccc1NC(=S)N1CCN(Cc2ccccc2)CC1	96.9	90.0	-0.2	95.3	95.9	4.0	96.2	107.7
CC1(C)CC(=O)C=C(C(=O)N2CCCC(CCC(=O)NCc3ccccc3F)C2)O1 (configuration not stated)	103.7	109.3	0.1	109.0	103.2	1.1	96.6	97.3
CCOCCCNC(=S)N1CCC(NC(=O)c2ccco2)CC1	100.7	97.8	-0.2	107.9	96.5	-1.2	106.5	84.0
O=C(OC(C(=O)NCc1ccco1)C(OC(=O)c1ccccc1)C(=O)NCc1ccco1)c1ccccc1 (configuration not stated)	111.5	94.5	-0.1	105.3	103.5	1.8	103.0	108.7
O=C(/C=C/c1ccco1)Nc1cccnc1Cl	96.8	115.3	-0.1	99.5	93.0	0.3	102.2	95.9
Cc1ccc(-c2nnc(Nc3ccc(CC(N)=O)cc3)c3ccccc23)cc1S(=O)(=O)NCC1CCCO1 (configuration not stated)	102.3	103.1	0.1	101.8	95.5	-0.6	103.4	92.0
O=C(Nc1ccccc1)Nc1nnc(COc2ccccc2F)s1	95.4	109.5	-0.1	110.9	94.7	3.4	102.6	103.1
CC1CCCN(C(=O)CN2C(=O)c3ccccc3C2=O)C1 (configuration not stated)	98.2	100.5	-0.2	92.7	101.9	2.1	96.7	81.9
Cn1c(Cn2c(=O)sc3ccccc32)nnc1SCC(=O)NCCc1ccccc1	94.9	100.2	-0.1	101.1	107.0	2.0	96.4	100.4
CCCNC(=O)c1c(CSc2ccccc2)noc1C(=O)NCc1ccccc1	87.6	107.4	0.2	83.6	91.7	14.3	97.2	118.0
O=C(CCc1nc(-c2ccccc2F)no1)Nc1cccnc1	93.6	104.5	-1.2	106.8	94.1	1.0	93.3	92.7
C=C(C)c1cccc(C(C)(C)NC(=O)NCCCN2CCCC2=O)c1	99.6	103.2	0.1	108.2	103.5	-0.8	100.2	109.2
Cc1ccsc1C(=O)NCCC(c1ccccc1)c1ccccc1	115.2	99.0	0.1	105.2	105.3	-0.3	111.5	89.7
CC(=O)Nc1ccc(S(=O)(=O)NCC(=O)NNC(=O)COc2ccccc2Cl)cc1	97.3	97.0	0.0	107.2	100.9	-0.3	97.8	97.8
N#Cc1ccccc1OCC(=O)C1CC1	98.8	97.7	0.0	104.8	101.1	-1.2	98.2	101.1
COC(=O)c1ccc(NC(=O)CN2C(=O)c3ccccc3S2(=O)=O)cc1	98.0	89.5	-0.3	64.3	93.2	-1.0	95.7	104.6
COC(=O)c1ccc(N2CCN(C)CC2)c(NC(=O)c2ccc(Br)o2)c1	105.1	108.3	-0.3	102.4	119.5	1.4	101.4	99.4
Cc1ccc(C(=O)NCC(=O)N/N=C/c2cccs2)cc1[N+](=O)[O-]	94.8	115.9	0.1	100.3	96.3	6.5	100.3	87.2
CC(C)(C)C(=O)Nc1nnc(CCc2ccccc2)s1	108.7	96.8	0.2	100.5	102.3	33.6	105.6	104.9
CC(C)N(CCNC(=O)c1ccc(OCC2CCCO2)cc1)C(C)C (configuration not stated)	241.9*[may fluoresce violet]	61.9[may fluoresce violet]	0.0	?	?	0.5	37.9*[may fluoresce violet]	97.3
COc1cc(CC(=O)N2CCN(C(=O)C3CCCO3)CC2)cc(OC)c1OC (configuration not stated)	110.1	107.5	-0.1	109.8	115.9	-1.3	100.3	80.4
CCOc1ccc(N(C(=O)c2snc(C(N)=O)c2N)C(CC)C(=O)NC2CCCC2)cc1 (configuration not stated)	105.5	94.2	0.0	101.2	97.1	-1.7	103.8	98.4
CN(Cc1ccccc1)C(=O)COc1ccccc1	100.1	112.1	-0.1	98.2	87.9	3.2	101.0	103.3
Cc1cc(C)c(C#N)c(SCc2c(F)cccc2[N+](=O)[O-])n1	115.4	121.2	-0.2	113.0	101.5	5.4	110.1	100.0
O=C(Nc1ccc2c(c1)C(=O)NC2=O)c1cccc(Cl)c1	117.5	115.0	0.0	108.9	105.4	2.1	107.0	110.7
COc1ccc2cc(CO)c3cc(OC)c(OC)cc3c2c1	92.8	108.0	-0.4	84.3	91.3	24.1	93.2	82.0
O=C(Cn1cc(/C=C\[N+](=O)[O-])c2ccccc21)Nc1ccccc1	102.1	102.2	0.2	98.0	93.2	16.6	96.0	105.2
O=C(O)CCc1ccc(-c2cccs2)n1CCC(=O)O	102.2	105.4	-0.1	99.1	89.8	2.0	99.6	100.2
NC(=O)c1c(NC(=O)CN2CCOCC2)sc2c1CCC2	90.1	92.4	0.0	96.7	95.7	-10.9	93.0	93.5
Cc1ccc(/C=c2\s/c(=C(/C#N)C(=O)N3CCCC3)n(Cc3ccco3)c2=O)s1	102.7	105.3	0.0	93.3	102.0	0.0	101.5	98.0
CCOc1ccc2nc(SCC(=O)NCc3ccccc3)[nH]c2c1	108.5	91.8	0.1	97.8	103.2	14.8	100.7	98.0
COc1ccc(/C=N/NC(=O)c2cc(-c3cccc(C)c3)nc3ccccc23)cc1O	92.4	104.0	0.1	96.4	98.1	21.2	93.5	104.8
CSCCC(NS(=O)(=O)c1ccccc1F)C(=O)NNC(=O)c1csc(N2CCOCC2)n1 (configuration not stated)	105.8	106.6	0.1	115.3	103.6	3.3	106.1	103.2
COc1ccc(C(CNC(=O)c2cccc(S(=O)(=O)NCc3ccccc3)c2)N(C)C)cc1 (configuration not stated)	104.9[may fluoresce green]	97.0[may fluoresce green]	-0.4	98.9[may fluoresce green]	100.2[may fluoresce green]	1.3	101.6[may fluoresce green]	104.4
Cc1cccc(C)c1NC(=O)CN(C)C(=O)c1ccccc1OCc1ccc(F)cc1	98.3	104.0	0.0	103.3	98.9	0.5	95.6	94.9
CC(NC(=O)CCCOc1ccc(Cl)cc1)c1ccccc1 (configuration not stated)	98.3	89.9	-0.1	95.5	93.4	1.1	98.4	98.9
O=C(CCCN1C(=O)c2ccccc2C1=O)Oc1ccc(Cl)cc1	111.4	103.7	-0.1	98.0	94.9	-0.8	95.1	76.8
c1ccc(C(c2nnnn2C2CCCC2)N2CCN(c3ccccc3)CC2)cc1 (configuration not stated)	103.1	95.9	-0.1	99.0	98.4	2.2	98.5	94.7
O=C(COc1ccc2ccccc2c1)NNC(=O)c1ccccc1	100.9	95.5	0.0	107.3	109.6	14.6	105.1	100.7
O=S(=O)(O)c1nc2ccccc2n1CCOc1ccccc1	101.6	99.7	0.0	99.6	98.4	12.1	98.1	110.6
CN(C)S(=O)(=O)N(CC(=O)N1CCC(Cc2ccccc2)CC1)c1ccccc1	94.8	111.1	-0.2	106.6	98.9	-1.1	99.3	96.1
O=C(CNS(=O)(=O)c1ccc2c(c1)OCCCO2)N1CCN(c2ccc(F)cc2)CC1	102.0	107.6	0.3	97.3	99.5	3.1	102.1	104.6
COc1cc(NC(=O)CN(c2cc(C)cc(C)c2)S(=O)(=O)c2c(C)[nH]c(=O)[nH]c2=O)cc(OC)c1	102.5	93.8	-0.2	98.9	101.4	2.9	97.2	119.0
O=C(COc1ccc(C(=O)NCc2cccnc2)cc1)Nc1cccc(C(F)(F)F)c1	110.7	106.0	0.0	114.4	109.5	7.0	104.1	92.4
CCOC(=O)CSC1=C(C#N)C(C)C2=C(CCCC2=O)N1 (configuration not stated)	108.6	111.8	0.0	112.5	113.2	0.9	110.2	122.7

Further entries follow.
SMILES	MEP2 TOR yeast	LAP4 TOR yeast	Efflux pump inh	AGP1 TOR yeast	CIT2 TOR yeast	AHR act	RPL19A TOR yeast	Yeast superoxide
CCC[C@@H](CN1CCC[C@H]1CN1C(N)=NC[C@H]1CC(C)C)N1C[C@@H]([C@H](C)CC)N(CCCC2CCCC2)C1=N	99.7	103.1	-0.3	104.5	100.4	1.5	98.1	95.4
N#CCOC(=O)c1c2c(nc3ccccc13)CCC2	105.2	99.1	0.1	99.8	99.2	1.0	97.5	110.0
O=C(CSc1nnc(-c2cccnc2)n1C1CCCCC1)NC1CCCC1	95.3	85.8	-0.3	90.2	96.5	-0.1	91.1	91.6
CN(NC(=O)Nc1ccc(Cl)cc1)c1c(Cl)c(Cl)nn1C	96.4	89.9	0.0	90.9	92.3	-0.5	97.6	110.7
O=c1[nH]c(/C=C/c2ccc(Br)cc2)nc2c1cnn2-c1ccccc1	80.3	88.5	-0.2	83.3	83.5	54.5*	86.2	111.1
CCCc1cc(=O)[nH]c(NCCc2ccccc2)n1	100.1	93.9	-0.1	90.1	101.0	12.7	97.7	99.2
COc1cc2c(cc1NC(=O)c1cccc(F)c1)CCCC2	99.6	91.0	0.4	88.1	88.0	25.4	100.7	97.2
O=C1Nc2cc(Cl)cnc2N2CCCC12 (configuration not stated)	98.5	98.3	-0.2	106.3	100.3	2.6	100.2	99.1
Cc1ccc(NC(=O)CSC(C)C(=O)OCC(=O)N2CCN(C(=O)c3ccco3)CC2)cc1 (configuration not stated)	98.2	95.1	-0.1	98.8	100.5	1.8	95.5	103.5
CC1=C(C(=O)OC2CCCCCCC2)C(c2cc3c(cc2Br)OCO3)CC(=O)N1 (configuration not stated)	101.5	106.1	-0.2	103.7	99.6	0.3	104.1	108.8
CCn1cnc2sc(C(=O)Nc3ccccc3OC)c(C)c2c1=O	102.1	107.2	0.2	99.1	88.0	67.6*	102.4	87.7
COc1ccc([N+](=O)[O-])cc1NC(=O)Cn1ccsc1=N	106.6	98.3	-0.1	104.1	105.4	15.2	103.4	90.2
Cn1cccc1/C=C1/SC(=O)N(CC(=O)N2CCCC2)C1=O	93.9	98.6	-0.1	98.7	98.7	-0.4	97.0	106.2
Cc1cc(C(F)(F)F)c(C#N)c(Sc2ccccc2)n1	108.0	103.3	0.0	/	97.6	-5.4	103.6	88.8
CCCC(c1nnnn1CCc1ccccc1)N1CCN(C(=O)c2ccco2)CC1 (configuration not stated)	101.4	102.0	0.0	110.1	101.7	1.0	104.4	92.8
CC1CCN(c2c(NCC3CCC(C(=O)NC4CCCCCC4)CC3)c(=O)c2=O)CC1 (configuration not stated)	102.9	115.5	0.0	105.6	98.2	-0.1	103.3	94.5
Cc1oc(-c2ccc(Cl)cc2)cc1C(=O)/C(C#N)=C/Nc1cccc(OC(F)(F)F)c1	93.2	107.2	0.0	97.4	96.0	46.4	92.5	108.3
CC(C)(C)NC(=O)N1CCC(CO)(Cc2ccccc2Cl)CC1	94.9	100.9	0.0	97.3	101.2	0.9	98.1	96.9
O=C(Nc1ccc(OC(=O)c2ccco2)cc1)c1ccco1	102.6	108.1	-0.1	101.4	96.1	0.9	102.0	94.2
